Source: PubChem BioAssay
TDP1 cell noCPT: qHTS for Inhibitors of human tyrosyl-DNA phosphodiesterase 1 (TDP1): qHTS in cells in absence of CPT; DT40 Tdp1-/- hTDP1 cells, no CPT, ATP luminescence, 48 h; Potency, µM (titrated, usually from 46.2 µM), for inactives: at the top dose activity change, negative = growth inhibition, most hits filed as inhibitors; 420,000 compounds, 15% hits; AID 686978, 2013; also: nearly all actives have a fitted effect of over 55% in size
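Seeded 400 DT40-hTDP1 cells/well (vehicle DMSO, no 20 nM CPT); pinned compounds; ≥48 hr at 37 °C; CellTiter-Glo luminescence as viability measure.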
GCN5L2 inh: GCN5L2 (KAT2A) acetyltransferase inhibition; 390,000 compounds, 0.21% hits; GCN5L2 HAT assay, ThioGlo1 CoA-SH fluorescence; AID 504327; Potency, µM (titrated, usually from 58.9 µM), without a hit: at the top dose activity change, negative = inhibition, hits mostly inhibitors
Target sequence (Q92830 whole entry, looked up): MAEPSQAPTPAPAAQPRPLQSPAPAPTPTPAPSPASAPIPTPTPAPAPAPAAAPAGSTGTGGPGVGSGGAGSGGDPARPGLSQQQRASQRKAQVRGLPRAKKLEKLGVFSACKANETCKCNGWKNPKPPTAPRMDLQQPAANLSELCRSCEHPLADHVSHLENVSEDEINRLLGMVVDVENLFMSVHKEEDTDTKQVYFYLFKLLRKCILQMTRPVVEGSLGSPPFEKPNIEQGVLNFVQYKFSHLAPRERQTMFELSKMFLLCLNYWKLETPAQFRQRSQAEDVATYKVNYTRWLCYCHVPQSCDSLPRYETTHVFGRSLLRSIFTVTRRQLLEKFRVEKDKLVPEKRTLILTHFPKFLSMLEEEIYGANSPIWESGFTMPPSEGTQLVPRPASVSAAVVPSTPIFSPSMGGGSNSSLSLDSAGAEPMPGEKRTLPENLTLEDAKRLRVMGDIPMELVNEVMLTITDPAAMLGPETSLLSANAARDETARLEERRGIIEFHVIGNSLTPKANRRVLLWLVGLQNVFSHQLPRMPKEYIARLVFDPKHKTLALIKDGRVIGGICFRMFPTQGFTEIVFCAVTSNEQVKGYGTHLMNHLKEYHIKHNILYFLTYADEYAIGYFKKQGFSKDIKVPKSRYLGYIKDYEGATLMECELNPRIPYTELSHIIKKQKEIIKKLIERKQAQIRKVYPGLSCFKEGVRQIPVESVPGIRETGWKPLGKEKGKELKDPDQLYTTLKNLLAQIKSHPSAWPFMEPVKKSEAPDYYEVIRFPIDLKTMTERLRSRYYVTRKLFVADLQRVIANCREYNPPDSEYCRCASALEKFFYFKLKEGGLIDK
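Preincubate 20nM GCN5L2 with compound 15 min, RT → add 50uM ThioGlo1 + 75uM H3(1-25) + 70uM acetyl-CoA → read fluorescence 0 and 20 min. Primary qHTS; fluorescent artifacts likely.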
DT40 TDP1 CPT: growth inhibition of DT40 Tdp1-/-;hTDP1 cells with camptothecin (screen for TDP1 inhibitors). 420,000 compounds, 12% hits. chicken DT40 Tdp1-/-;hTDP1 cells + 20 nM CPT, ATP luminescence, 48 h. AID 686979. Potency, µM (series often up to 46.2 µM), without a hit: at the highest dose activity change, negative = growth inhibition, actives largely listed as inhibitors; also: nearly all actives have a fitted effect of over 55% in size
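Chicken DT40 Tdp1-/- cells stably complemented with human TDP1 were seeded at 400 cells/well in medium containing 20 nM camptothecin, exposed to pin-transferred compounds, and grown at 37 °C for at least 48 hr. Viability was read as ATP luminescence.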
* = called active by the depositor; u = inconclusive; x = no result given; & = joins results of further samples. Calls follow the shape of the dose curve; as a rule, active = well fitted curve in the direction sought with a large enough effect; inconclusive = small, poorly fitted or top-dose-only effect, or another doubt; inactive = no such curve, though single readings can be large; an effect the other way counts as inactive or inconclusive. % is scaled to controls: 0 for no effect and ±100 for the full control effect; potency is read from the fitted curve at half-maximal effect. Not a hit list; overall some 18% were active at least once.

Screens in order – DT40 TDP1 CPT, TDP1 cell noCPT, GCN5L2 inh
O=C(NCCN1CCCCC1)c1ccc(Cn2c(SCc3cccc(F)c3)nc3cccnc32)cc1
 : u, u, -6%
CC(=O)CCS(=O)(=O)c1ccc(Oc2ccc(S(=O)(=O)CCC(C)=O)cc2)cc1
 : 3.7µM*, 8.2µM*, -4%
O=C(NCCS(=O)(=O)N1CCN(c2cccc(Cl)c2)CC1)C1CC1
 : u, u, -16%
CCn1cc(CNC(=O)c2cc(COc3ccc(F)cc3Cl)on2)cn1
 : 21µM*, 5.8µM*, 3%
Cc1nc(SCC(=O)NC(C)(C)C)c2c(-c3cccs3)csc2n1
 : -12%, u, -3%
CC(C)C(=O)Nc1ccc(C(=O)NNC(=O)NC2CCCCC2)cc1
 : -26%, 0%, 1%
Cc1[nH]c(=O)c(C#N)c(C)c1CCC(=O)NCc1ccc(Cl)cc1
 : 2%, 18%, -18%
CC(=O)c1ccc(N2CCN(C(=O)c3cc(-c4ccncc4)nc4ccc(Br)cc34)CC2)cc1
 : 21µM*, 21µM*, u
O=C(CN1CCCCCC1)Nc1ccc(F)c(F)c1F
 : -22%, -26%, 0%
O=C(CNC(=O)c1cccc(N2C(=O)c3ccccc3C2=O)c1)Nc1ccc(F)c(F)c1
 : 14%, 1%, -3%
C[C@@]12CCC3[C@@](CC[C@@H]4[C@](C)(C(=O)O)CCC[C@@]34C)(C[C@H]1O)C2 (some centres undefined)
 : 0%, 2%, 0%
Cc1ccccc1NC1(C#N)C(=O)Nc2ccccc21 (centres undefined)
 : 10%, 2%, 0%
COc1ccccc1NC(=O)N(Cc1ccc2c(c1)OCO2)Cc1nc2ccccc2c(=O)[nH]1
 : 18µM*, 13µM*, 3%
CC(C)c1ccc(N2CC(C(=O)Nc3nccs3)CC2=O)cc1 (centres undefined)
 : -27%, -19%, -4%
Cc1ccc(N=Cc2c(O)c3ccccc3n(C)c2=O)cc1
 : -1%, -20%, -32%
Fc1ccc(NC(=S)N2CCN(c3cccc(C(F)(F)F)c3)CC2)cc1
 : 21µM*, 13µM*, -1%
CC(C)c1ccc(OCC(=O)NCCS(=O)(=O)N2CCN(c3ccc(F)cc3)CC2)cc1
 : -2%, -18%, -5%
CC(C)CN1CCN(CCCc2ccccc2)C(CCO)C1 (centres undefined)
 : -19%, -1%, -5%
CC(C)c1cnc2c(c1SCc1cccc(C(F)(F)F)c1)c(=O)n(C)c(=O)n2C
 : u, 23µM*, -1%
O=C(Nc1cc2cccc([N+](=O)[O-])c2oc1=O)c1cccs1
 : 6%, 8%, -8%
O=C(/C=C/c1ccccc1[N+](=O)[O-])c1ccc(F)cc1
 : 13µM*, 18µM*, -6%
O=C(NCc1ccco1)c1cc([N+](=O)[O-])ccc1N1CCOCC1
 : -15%, -20%, 7%
O=C(NCCN1CCOCC1)c1cc(-c2ccc(Cl)s2)nc2ccccc12
 : -10%, -29%, -7%
O=C(Nc1ccncc1)c1ccc(N2CCCC2=O)cc1
 : -29%, u, -8%
O=C1NC(=O)C(c2ccccc2)(c2ccc(Cl)cc2Cl)N1 (centres undefined)
 : -54%, u, x
COc1cc2cc(CN(CCN3CCOCC3)C(=O)Nc3ccc(F)cc3)c(=O)[nH]c2cc1OC
 : -6%, -13%, -1%
Cc1cc(-c2ccc(C(C)C)c(S(=O)(=O)N3CCC(C)CC3)c2)on1
 : 26µM*, 18µM*, -22%
COc1ccc(Br)cc1CNc1ccc2[nH]c(=O)[nH]c2c1
 : -32%, -29%, -3%
COc1ccc(S(=O)(=O)N2CCN(CCOc3ccc(Br)cc3)CC2)cc1OC
 : u, 15µM*, -11%
COc1ccc(CCNC(=O)CCc2ccc(S(=O)(=O)NCC(C)C)cc2)cc1OC
 : -9%, -4%, -3%

Given as labelled records: part of the list above
O=C(NCCN1CCOCC1)c1cc(-c2ccc(Cl)s2)nc2ccccc12
  DT40 TDP1 CPT: -10%; TDP1 cell noCPT: -29%; GCN5L2 inh: -7%
O=C(Nc1ccncc1)c1ccc(N2CCCC2=O)cc1
  DT40 TDP1 CPT: -29%; TDP1 cell noCPT: u; GCN5L2 inh: -8%
O=C1NC(=O)C(c2ccccc2)(c2ccc(Cl)cc2Cl)N1 (centres undefined)
  DT40 TDP1 CPT: -54%; TDP1 cell noCPT: u; GCN5L2 inh: x
COc1cc2cc(CN(CCN3CCOCC3)C(=O)Nc3ccc(F)cc3)c(=O)[nH]c2cc1OC
  DT40 TDP1 CPT: -6%; TDP1 cell noCPT: -13%; GCN5L2 inh: -1%

Remaining list, next part
Screens in order – DT40 TDP1 CPT, TDP1 cell noCPT, GCN5L2 inh
Cc1ccc(-c2nn(-c3ccc(F)cc3)c3c2cnc2cc(F)c(F)cc23)cc1
 : -1%, u, -3%
CC(C)CC(=O)N(Cc1ccc(F)cc1)C1CCS(=O)(=O)C1 (centres undefined)
 : 20%, -9%, 3%
CCC(C)NC(=O)/C=C1\Sc2ccccc2NC1=O (centres undefined)
 : -12%, u, -5%
CCOC(=O)Cn1cnc2c(cnn2-c2ccccc2)c1=O
 : 7%, 3%, -25%
Cc1nc(SCC(=O)NC2CCS(=O)(=O)C2)c2c3c(sc2n1)CCCC3 (centres undefined)
 : -12%, -23%, -5%
CCOc1cc(C)c(C(C)C)cc1S(=O)(=O)NCc1ccccn1
 : u, -29%, x
CCOC(=O)c1c(NC(=O)OC)sc(C(=O)N(C)C)c1C
 : -13%, -20%, -4%
O=S(=O)(/N=C(/Nc1ccccn1)c1ccccc1)c1ccccc1
 : 5%, -15%, 1%
O=C1C(C=NCCCn2ccnc2)=C(O)c2ccccc21
 : -3%, -11%, x
Cc1ccc(-n2cc(C(=O)c3cc(Cl)ccc3O)cc(C#N)c2=O)cc1
 : 21µM*, 23µM*, -9%
CC1CCCCN1CC(=O)Nc1cc(S(=O)(=O)N2CCOCC2)ccc1N1CCCC1 (centres undefined)
 : -1%, -11%, -13%
COC(=O)c1[nH]c2ccc(C)cc2c1NC(=O)Nc1ccccc1OC
 : -20%, -4%, 0%
CC(C)(C)NC(=O)Cn1nc(C(F)(F)F)c2c1CCCC2
 : -2%, -19%, -8%
NNC(=O)CCN(Cc1ccco1)S(=O)(=O)c1ccc(Cl)cc1
 : -2%, -4%, -16%
Cc1ccc(NC(=O)c2oc3ccc(S(=O)(=O)N4CCC5(CC4)OCCO5)cc3c2C)cc1Cl
 : u, -16%, -7%
C=CCOc1cccc(C(=O)N2CCCC(CCC(=O)NCc3ccccc3F)C2)c1 (centres undefined)
 : u, u, -5%
C=CCc1ccc(OCC(O)CN2CCN(c3ccccc3OC)CC2)c(OC)c1 (centres undefined)
 : -19%, -8%, -12%
O=C1CSC(=S)N1N=Cc1c[nH]c2ccc(Br)cc12
 : u, u, x
Cc1cc(C)cc(NC(=O)CCn2c(=S)[nH]c3ccccc3c2=O)c1
 : -27%, -19%, -2%
O=C1N(Cc2cccc(C(F)(F)F)c2)c2ccccc2S(=O)(=O)N1c1cccc(Cl)c1
 : u, u, -9%
Cc1ccc2oc(=O)n(CCNC(=O)Nc3ccccc3C)c2c1
 : -13%, -12%, -4%
CN(C[C@H](Cc1ccccc1)N(C[C@H](Cc1ccccc1)N(CCc1cc(C(F)(F)F)cc(C(F)(F)F)c1)N=O)N=O)N=O
 : u, 21µM*, -7%
CCOC(=O)Cc1csc(NC(=O)c2cc(-c3ccncc3)nc3ccccc23)n1
 : 16µM*, u, -17%
CC(NC(=O)/C(=C\c1ccco1)NC(=O)c1ccccc1Br)C(=O)O (centres undefined)
 : 12%, -3%, -5%
COc1ccc(C2C=C(c3ccccc3)Nc3nc(NC(C)=O)nn32)cc1 (centres undefined)
 : -27%, u, 0%&-8%
C=CCn1c(SCC(=O)N2CCC(C)CC2)nc2c([nH]c3ccccc32)c1=O
 : u, u, x
Cc1ccccc1-n1c(SCC(=O)NCc2cccs2)nc2ccccc2c1=O
 : u, u, -5%
COc1ccc2oc(=O)c(-c3cn4c(n3)sc3cc(OC)ccc34)cc2c1
 : -2%, -13%, -13%
O=C(Cn1nnc(-c2ccc(F)cc2)n1)N1CCCCC1
 : -23%, -24%, -4%
O=C(O)C1CC(=O)n2c(nc3ccccc32)S1 (centres undefined)
 : -1%, -20%, -4%

3 entries picked at random from the list so far:
Screens in order – DT40 TDP1 CPT, TDP1 cell noCPT, GCN5L2 inh
C=CCOc1cccc(C(=O)N2CCCC(CCC(=O)NCc3ccccc3F)C2)c1 (centres undefined)
 : u, u, -5%
C=CCc1ccc(OCC(O)CN2CCN(c3ccccc3OC)CC2)c(OC)c1 (centres undefined)
 : -19%, -8%, -12%
CN(C[C@H](Cc1ccccc1)N(C[C@H](Cc1ccccc1)N(CCc1cc(C(F)(F)F)cc(C(F)(F)F)c1)N=O)N=O)N=O
 : u, 21µM*, -7%

The results go on.
Screens in order – DT40 TDP1 CPT, TDP1 cell noCPT, GCN5L2 inh
O=C(NC(Cc1ccc(O)cc1)C(=O)O)c1ccc2c(c1)OCO2 (centres undefined)
 : 7%, 22%, 0%
Cc1ccccc1CS(=O)(=O)CCC(=O)NCCCN1CCN(c2ccccc2F)CC1
 : u, u, -11%
CCN(CC)CCN(C(=O)Cn1nnc(-c2ccc(C)o2)n1)C(C(=O)NC(C)(C)C)c1cccs1 (centres undefined)
 : 4%, -26%, -5%
COCCCNC(=O)CSc1nc2ccccc2c(=O)n1Cc1ccc2c(c1)OCO2
 : -10%, -15%, 0%
O=C1CCCC[C@@H](O)[C@H](O)C[C@H](c2ccccc2)O1
 : -2%, -19%, x
CCO[C@H]1OC(C(N)=O)=C[C@@H](c2coc3ccccc3c2=O)[C@@H]1CCCO
 : 1%, 3%, 0%
O=C(CN(CC1CCCO1)C(=O)CNS(=O)(=O)c1ccccc1)NCCc1ccccc1 (centres undefined)
 : -4%, -2%, 1%
O=C(CCCn1c(=O)c2ccccc2n(CC(=O)NCc2ccco2)c1=O)NCc1ccco1
 : -4%, u, -15%
O=C(Nc1cccs1)Nc1cccnc1Cl
 : -22%, u, 1%
Cn1c(N2CCN(C(=O)Nc3ccc(C(F)(F)F)cc3)CC2)nc2ccccc21
 : 18µM*, 21µM*, -11%
CC(=O)N1CCN(S(=O)(=O)c2ccc(C)cc2)C1c1ccc(N(C)C)cc1 (centres undefined)
 : -26%, u, -5%
C/C(=N\NC(N)=S)C1(C)CC2(CC(C)(C)OC2=O)C(=O)O1 (centres undefined)
 : -4%, -4%, -1%
COc1ccccc1N(CC(=O)N1CCCC1)S(=O)(=O)c1cc([N+](=O)[O-])ccc1Cl
 : 16µM*, u, 0%
COC(=O)c1c(C(=O)OC)c2ccncn2c1Cl
 : -15%, -29%, -5%
COc1ccc(OC)c(-c2csc(NC(=O)Cc3cccs3)n2)c1
 : -7%, u, -6%

At a glance, part of the list above.
Screens in order – DT40 TDP1 CPT, TDP1 cell noCPT, GCN5L2 inh
Cc1ccccc1CS(=O)(=O)CCC(=O)NCCCN1CCN(c2ccccc2F)CC1
 : u, u, -11%
CCN(CC)CCN(C(=O)Cn1nnc(-c2ccc(C)o2)n1)C(C(=O)NC(C)(C)C)c1cccs1 (centres undefined)
 : 4%, -26%, -5%
COCCCNC(=O)CSc1nc2ccccc2c(=O)n1Cc1ccc2c(c1)OCO2
 : -10%, -15%, 0%

Carrying on:
Screens in order – DT40 TDP1 CPT, TDP1 cell noCPT, GCN5L2 inh
O=c1c([N+](=O)[O-])cccn1Cc1cccc(Br)c1
 : -3%, -26%, u
O=C(Oc1cccnc1)c1ccccc1[N+](=O)[O-]
 : -15%, -6%, 2%
Cc1ncc([N+](=O)[O-])n1CC(=O)Nc1ccccc1
 : 2%, -7%, 2%
Cc1cccc(NC(=O)COc2cccc3c2CCN(Cc2ccccc2)C3=O)c1C
 : u, u, 4%
O=C(O)c1ccccc1OCc1ccccc1Br
 : 0%, -23%, 0%
Cn1cc([N+](=O)[O-])c(C(=O)NCc2ccco2)n1
 : -4%, 7%, -9%
COc1cccc(/C=N/n2c(=S)n(C)c3ccccc32)c1OC
 : -24%, -14%, -2%
O=C(O)/C=C/C(=O)NCc1ccccc1
 : -3%, 5%, -4%
Cc1c(-c2ccccc2Cl)nc2ccccc2c1C(=O)O
 : 0%, -1%, -10%
O=C(CSc1nnc(-c2ccccc2F)n1C1CCCCC1)Nc1cc(C(=O)O)ccc1Cl
 : -5%, 3%, 0%
O=C1N(S(=O)(=O)c2ccccc2F)C(=O)C2(CCCC2)N1S(=O)(=O)c1ccccc1F
 : -1%, 0%, -5%
CC(C)C(NC(=O)c1cccc(S(=O)(=O)N2CCOCC2)c1)C(=O)NCc1ccc(Cl)cc1 (centres undefined)
 : u, u, 3%
COc1ccccc1OCCC(=O)Nc1ccc2c(c1)OCO2
 : 3%, -30%, -1%
Cc1ccc(C)c(C(C)NC(=O)C2CCCC2)c1 (centres undefined)
 : 8%, 7%, -3%
COc1ccc2cc(C(=O)N3CCN(c4ccc(F)cc4)CC3)[nH]c2c1
 : -15%, -16%, 11%
